inhibitors of VEEV – inhibitors of VEEV TC-83 cytopathic effect, confirmation, Vero cells (AID 588727); Vero cells, VEEV TC-83 cytopathic effect inhibition; higher % means a stronger effect; inhibition, % at 20 µM, or IC50 in µM where a hit was titrated; 350,000 compounds, 0.13% hits; in the data active means a potency from the dose series; inconclusive means inhibition mostly from about 14% at the one dose, without a potency; inactive means the rest, 99 in 100 with inhibition below about 12%; further: strong numbers were not always called active
M. tuberculosis HTS – M. tuberculosis growth inhibition, HTS (AID 449762); 330,000 compounds, 0.59% hits; M. tuberculosis H37Rv growth inhibition, 7H9 media; higher % means a stronger effect; inhibition, % at 25 µM, or IC50 in µM where a hit was titrated; in the data active means a potency from the dose series; inconclusive means inhibition above about 70% without an active follow-up result;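 further: bacterial growth assessed after seven days of incubation; strong numbers were not always called active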
influenza NS1A – H1N1 influenza NS1A inhibitors, functional cell based assay (AID 504329). NS1A functional cell-based assay, percent inhibition; higher % means a stronger effect. 340,000 compounds, 0.3% hits. inhibition, % at 12.5 µM, or IC50 in µM where a hit was titrated; in the data active means a potency from the dose series; inconclusive means inhibition above about 27% without an active follow-up result; further: strong numbers were not always called active
tuberculosis growth – growth inhibition of non-replicating M. tuberculosis (AID 488890); Mycobacterium tuberculosis non-replicating, growth inhibition; higher % means a stronger effect; one-dose inhibition, % at 25 µM; IC50 in µM for titrated hits; 320,000 compounds, 0.39% hits; in the data active means a potency from the dose series; inconclusive means inhibition mostly from about 82% at the one dose, without a potency; inactive means the rest, 99 in 100 with inhibition below about 76%;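 further: plate controls were DMSO cells for no effect and high antibiotic wells for full effect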
Salmonella PhoP GFP – PhoP regulon inhibitors, Salmonella typhi PhoP promoter GFP reporter, confirmatory (AID 1850); 310,000 compounds, 0.33% hits; Salmonella Typhi PhoP-promoter GFP reporter, fluorescence, 4 h; higher % means a stronger effect; one-dose inhibition, % at 50 µM; IC50 in µM for titrated hits; in the data active means a potency from the dose series; inconclusive means inhibition mostly from about 25% at the one dose, without a potency; inactive means the rest, 99 in 100 with inhibition below about 19%;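 further: 0% = induced wells with vehicle and 100% = uninduced wells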
inhibitors of VEEV 10K pilot screen – further read-out of inhibitors of VEEV, marked with its call; inhibition, %; measured here: 10K pilot screen inhibition
An asterisk follows results filed as active; i = inactive; u = inconclusive; x = no result given; & = joins results of further samples.

Start of the data: the first seven records, to show the layout:
SMILES	inhibitors of VEEV	M. tuberculosis HTS	influenza NS1A	tuberculosis growth	Salmonella PhoP GFP	others
Cc1ccc(C(=O)N2CCNC(=O)C2CC(=O)Nc2ccccc2)cc1 (configuration not stated)	3.2%	-10%	-1%	-6%	-8%
COc1cc([N+](=O)[O-])cc(/C=C2/SC(=S)N(Cc3ccccc3)C2=O)c1O	i	4%	26%	9%	-10%
Cc1cc(Cl)ccc1Oc1ncc(CN2CCN(c3ccccc3)CC2)s1	i	17%	9%	32%	7%
CSc1nc2ccc(NS(=O)(=O)c3ccc(Cl)s3)cc2s1	3.9%	-1%	-1%	63%	-9%
COc1ccc(NC(=O)N(CCO)Cc2cc3c(C)cc(C)cc3[nH]c2=O)cc1	8.2%	2%	-5%	15%	10%
CC(=O)Nc1ccc(S(=O)(=O)NCC(=O)Nc2ccc3c(c2)OCO3)cc1	2.5%	9%	6%	11%	x
CCCOc1ccc(N2C(=O)CC(SC(=N)N3N=C(c4ccccc4)CC3c3ccccc3)C2=O)cc1 (configuration not stated)	0.8%	u	-9%	4%	12%

Main list, repeating the preview:
SMILES	inhibitors of VEEV	M. tuberculosis HTS	influenza NS1A	tuberculosis growth	Salmonella PhoP GFP	others
Cc1ccc(C(=O)N2CCNC(=O)C2CC(=O)Nc2ccccc2)cc1 (configuration not stated)	3.2%	-10%	-1%	-6%	-8%
COc1cc([N+](=O)[O-])cc(/C=C2/SC(=S)N(Cc3ccccc3)C2=O)c1O	i	4%	26%	9%	-10%
Cc1cc(Cl)ccc1Oc1ncc(CN2CCN(c3ccccc3)CC2)s1	i	17%	9%	32%	7%
CSc1nc2ccc(NS(=O)(=O)c3ccc(Cl)s3)cc2s1	3.9%	-1%	-1%	63%	-9%
COc1ccc(NC(=O)N(CCO)Cc2cc3c(C)cc(C)cc3[nH]c2=O)cc1	8.2%	2%	-5%	15%	10%
CC(=O)Nc1ccc(S(=O)(=O)NCC(=O)Nc2ccc3c(c2)OCO3)cc1	2.5%	9%	6%	11%	x
CCCOc1ccc(N2C(=O)CC(SC(=N)N3N=C(c4ccccc4)CC3c3ccccc3)C2=O)cc1 (configuration not stated)	0.8%	u	-9%	4%	12%
COc1ccc(N(C(=O)c2cnccn2)C(C(=O)NCc2ccccc2)c2ccc(O)cc2)cc1 (configuration not stated)	0.4%	0%	-6%	43%	15%
COc1ccc(-c2csc(NC(=O)CSc3nc(SC)ns3)n2)cc1	1.0%	5%	6%	u	-5%
O=C(Nc1ccc(Cl)c(S(=O)(=O)N2CCOCC2)c1)c1cc(=O)[nH]c2ccccc12	7.9%	-6%	6%	20%	x
Cc1cccc(-n2cc(CN3CCN(Cc4nccn4C)CC3)c(-c3cccc(F)c3)n2)c1	i	48%	6%	68%	8%
CCOC(=O)C1=CC[C@H]2c3c(c4ccccc4n3C)C(=O)C1N2S(=O)(=O)c1ccc(C)cc1	0.5%	-13%	-1%	4%	x
COc1ccc(-c2nc(NC(=O)CSCCO)sc2C)cc1	1.7%	3%	-5%	16%	4%
CC(NC(=O)Nc1cccc(Cl)c1)C(c1cccs1)N1CCCC1 (configuration not stated)	0.5%	2%	-11%	-12%	-6%	inhibitors of VEEV 10K pilot screen=0.1
O=C(COC(=O)Cn1cnc2ccccc21)Nc1cc(S(=O)(=O)N2CCOCC2)ccc1Cl	0.9%	-1%	-7%	-6%	13%
CCOc1ccc(N2CC(C(=O)N3CCN(c4ccccn4)CC3)CC2=O)cc1 (configuration not stated)	3.5%	-1%	9%	-4%	-5%
Cc1ccc(S(=O)(=O)NNC2CC(=O)N(c3ccc(Br)cc3)C2=O)cc1 (configuration not stated)	0.5%	7%	-2%	4%	-6%
NC(=NC(=O)c1ccc(OC(F)(F)F)cc1)c1ccc(C(F)(F)F)cn1	3.2%	8%	-18%	0%	4%
CCOc1ccc(NC(=O)c2ccc3snnc3c2)cc1	0.8%	4%	-4%	24%	1%
O=C(Cn1c(-c2ccccc2)c[n+]2ccsc12)c1ccc([N+](=O)[O-])cc1	0.3%	4%	-4%	35%	-7%
O=C(O)CNC(=O)c1ccccc1NC(=O)c1ccco1	0.2%	-2%	1%	-2%	8%
CNC(=O)NCC12CC3CC(CC(C3)C1)C2	0.3%	-10%	-12%	-7%	-12%
CC(=O)Nc1ccc(S(=O)(=O)Nc2nc3ccccc3nc2N2CCCC2)cc1	i	-6%	2%	15%	-4%
Cc1nn(C)c(C(=O)N/N=C/c2ccncc2)c1Cl	4.3%	1%	-9%	-9%	5%
COc1ccc(S(=O)(=O)n2nc(-c3ccc(Cl)cc3)cc2N)cc1	i	8%	3%	1%	-12%
Cc1ccc(NC(=O)Cc2nnc(SCC(=O)NC3=NCCS3)n2C)cc1	i	11%	6%	-10%	-16%
CN(Cc1ccccc1)S(=O)(=O)c1ccc2[nH]cc(C(=O)NCC3CCCO3)c(=O)c2c1 (configuration not stated)	1.2%	-6%	6%	19%	11%
CCNS(=O)(=O)c1ccc(C(=O)Nc2ccccc2)cc1	3.1%	2%	6%	4%	8%	inhibitors of VEEV 10K pilot screen=1.3
Cc1ccsc1C(=O)C1CCCN(Cc2cccn2-c2ccc(Cl)cn2)C1 (configuration not stated)	0.3%	1%	-26%	59%	0%
COc1ccc(C(=O)N2CCN(S(=O)(=O)N3CCOCC3)CC2)cc1OC	1.0%	-4%	0%	3%	-3%
CCC(C)(C)NC(=O)CCCSc1nc2ccccc2s1	2.0%	8%	x	57%	-4%
CC(=O)N1CCC(C(=O)N2CCN(S(=O)(=O)c3cccs3)CC2)CC1	0.7%	0%	-4%	-4%	-4%
CCOC(=O)Cc1csc(NC(=O)/C=C\c2ccccc2)n1	0.3%	1%	2%	67%	-5%
O=C1CC(N2CCN(c3ccc(Cl)c(Cl)c3)CC2)C(=O)N1 (configuration not stated)	i	-2%	-4%	35%	-11%
NC(=O)N1c2ccccc2CC(=O)c2ccccc21	0.6%	-1%	5%	3%	-11%
O=C1N[C@@H](Cc2cn(S(=O)(=O)c3c(F)c(F)c(F)c(F)c3F)c3ccccc23)C(=O)N[C@H]1Cc1ccccc1	x	2%	x	-1%	-2%
O=C(Nc1nccs1)c1ccc(Cl)c([N+](=O)[O-])c1	2.4%	40%	-11%	x	1%
COc1ccccc1CNC(=O)C1CCC(CNC(=O)[C@@H]2Cc3ccccc3CN2)CC1 (some centres not stated)	i	3%	-12%	2%	-3%
CC1(O)CCN2C(=O)CCc3cccc1c32 (configuration not stated)	1.8%	0%	-10%	-4%	x
Cc1nc(-c2ccccc2)sc1C(=O)CSc1ccccc1	2.8%	-1%	-7%	41%	-2%
COc1cc2c(cc1OC)CN(CC(=O)Nc1cccc(C(F)(F)F)c1)CC2	i	-3%	21%	5%	-1%
CCOC(=O)c1cnn(-c2nc3c(C)cccc3s2)c1C(F)(F)F	1.6%	u	-1%	75%	3%
CCOc1ccccc1-c1cc(C(=O)N/N=C/c2ccc3c(c2)OCO3)c2ccccc2n1	u	x	4%	x	x
COC(=O)C1=C(c2ccc3ccccc3c2)C[C@@H]2CC[C@H]1N2C(=O)N1CCC(O)CC1	1.8%	-4%	2%	-3%	x
COCCNC(=O)CN(c1ccc(C)cc1)S(=O)(=O)c1ccc(SC)cc1	0.2%	-1%	5%	-7%	-1%
O=C1c2ccccc2S(=O)(=O)c2cc(N3CCN(c4ccccn4)CC3)ccc21	1.6%	7%	-11%	-14%	-5%
COCCN(CCOC)C(=O)c1c[nH]c2ccc(S(=O)(=O)N(C)c3ccc(F)cc3)cc2c1=O	0.8%	1%	-2%	-5%	-5%
COc1ccc(CNC(=O)[C@@H](NC(=O)C2CCN(C(=O)[C@@H](N)Cc3ccccc3)CC2)C(C)C)cc1	i	-7%	7%	16%	-3%
COC(=O)C1=C(C)NC(C)=C(C(=O)OC)C1C(=O)OCC(=O)N1c2ccccc2CC1C (configuration not stated)	9.3%	-1%	-18%&15%	2%	8%
CC(C)c1ccc(-c2nnn(CC(=O)N3CCCCC3)n2)cc1	i	3%	-14%	4%	0%
Cc1ccc(CNc2ncnc3c2cnn3C2CCCCO2)cc1 (configuration not stated)	2.5%	x	0%	x	x
O=S(=O)(NCCc1ccccc1)c1cccc2cccnc12	0.5%	-3%	-8%	2%	2%
COc1ccc(C(=O)COc2ccc(C)cc2NC(C)=O)cc1	1.0%	3%	x	20%	-1%
Cc1cc(OC(C)C(=O)Nc2ccc(S(=O)(=O)Nc3onc(C)c3C)cc2)cc(C)c1Cl (configuration not stated)	6.7%	-4%	-7%	15%	12%
O=C(COc1c(Br)cc(Br)c2cccnc12)Nc1ccccc1F	0.7%	3%	-9%	u	-2%
Cn1c(=O)c2nc(-c3ccccc3)c(-c3ccccc3)nc2n(C)c1=O	1.9%	7%	-22%	6%	-13%
CCc1cccc2[nH]c3cc([N+](=O)[O-])ccc3c12	1.5%	-2%	4%	15%	-10%
CCCCC(=O)NC(Nc1sc2c(c1C(N)=O)CCCC2)(C(=O)OCC)C(F)(F)F (configuration not stated)	4.0%	5%	-5%	20%	-1%
CCOC(=O)N1CCC(O)(c2cc(C)c(C)cc2C)CC1	1.2%	-7%	-3%	2%	-4%
CCc1nnc(NC(=O)CN2CCC(O)(c3ccccc3OC)CC2)s1	i	2%	-8%	-16%	12%

(further entries)
SMILES	inhibitors of VEEV	M. tuberculosis HTS	influenza NS1A	tuberculosis growth	Salmonella PhoP GFP	others
CC1Cc2cc(S(=O)(=O)N3CCC(C(=O)N(C)Cc4ccco4)CC3)ccc2N1C(=O)C1CCC1 (configuration not stated)	3.0%	3%	5%	18%	5%
O=C(CN1C(=O)NC2(CCc3ccccc3C2)C1=O)Nc1ccc(F)cc1 (configuration not stated)	i	-5%	-2%	-14%	5%
Cc1noc(C)c1C(=O)Nc1sc(C)c(-c2ccccc2)c1C#N	i	-1%	5%	38%	-7%
CCn1nc(C)c(CNC(=O)C2CCC(=O)N(CCc3ccc(OC)cc3)C2)c1C (configuration not stated)	3.3%	2%	-2%	8%	-1%
C=CCNC(=S)NNc1nc2c(c(=O)[nH]1)C1(CCCCC1)Cc1ccccc1-2	0.1%	-5%	-15%	4%	4%
CSCC[C@H](NC(=O)NCCC1=CCCCC1)C(=O)O	1.3%	-8%	13%	-11%	-6%
Cc1ccc(S(=O)(=O)N(CC(=O)Nc2ccccc2C(=O)O)c2ccccc2)cc1	0.9%	-3%	-3%	10%	-5%
CCOC(=O)C1=C(C)NC2=C(C(=O)OC2)C1c1ccccc1 (configuration not stated)	1.2%	-1%	3%	17%	2%
Cc1cccc([N+](=O)[O-])c1NC(=O)COC(=O)c1nc2nccc(C)n2n1	1.5%	-8%	-5%	-6%	x
CC(C)(C)c1ccc(/C=C/C(=O)N2CCCCC2)cc1	i	x	9%	x	x
COc1ccc(-c2ccc3c(c2)[C@@H]2C[C@H]4[C@@H](C(=O)N2CC3)[C@H](C)ON4C)cc1	i	x	5%	x	x
Cc1ccc(N2CC(C(=O)NC3=NCCS3)CC2=O)cc1 (configuration not stated)	6.3%	5%	-7%	-5%	3%
CCOC(=O)C1=C(COC(=O)/C=C/c2ccccc2F)NC(=O)NC1C (configuration not stated)	1.8%	10%	-11%	8%	1%
CCOC(=O)c1ccc(S(=O)(=O)NC2CCC(C)CC2)cc1 (configuration not stated)	i	6%	-4%	27%	x
CCOC(=O)[C@@H]1[C@H]2COc3ccccc3[C@H]2N2C(=O)N(c3ccc(Cl)cc3)C(=O)[C@@]12C	3.6%	u	3%	62%	-10%
CCc1cc(C(=O)OC)c(NC(=O)CC2SC(=NC)N(C)C2=O)s1 (configuration not stated)	1.2%	14%	-6%	4%	2%
COc1ccc(CN2[C@@H](CC(=O)O)c3ccccc3S2(=O)=O)cc1	0.4%	7%	-3%	7%	-1%
CCc1ccc2[nH]c(C)c(CN3CCCCCC3)c(=O)c2c1	i	2%	6%	36%	5%
O=C(Nc1ccccc1N1CCCCC1)c1cccc(OC(F)F)c1	0.8%	5%	0%	32%	-3%
Cc1ccccc1C(=O)Nc1ccc2nc3n(c(=O)c2c1)CCC3	8.2%	-6%	1%	x	x
Cc1cc(C(=O)CCC(=O)NCC(=O)Nc2c(C)cccc2C)c(C)s1	0.3%	-7%	-1%	32%	x
COc1ccc(-c2nc3cc(NC(=O)c4ccc5c(c4)OCO5)ccc3o2)cc1	i	-5%	9%	-1%	6%
COc1ccc(/C=C/C(=O)Nc2cccc(S(=O)(=O)N3CCCC3)c2)cc1OC	10.0%	9%	-2%	12%	-24%

Bioassay records (PubChem)
